Tn6 DDE FP = DD(E)-Tn6 binding inhibition, primary FP screen. Fibrin DD(E) TRITC-Tn6 fluorescence polarization displacement. inhibition, % at 8.3 µM. hit rate 0.21% among 370,000;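 active means inhibition above a per-campaign cutoff: mean of compounds within control limits plus 3 SD, cut at about 15% in these data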;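 further: 0% = median of all compound wells on the plate and 100% = blocking peptide control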
PLCb3 inh = inhibitors of human phospholipase C beta3. hit rate 0.18% among 370,000. AID 720704. Purified PLC-beta3, fluorogenic substrate, fluorescence. inhibition, % at 12.2 µM; in the data active means inhibition above about 11%;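 further: 0% = median of compound wells on plate and 100% = full blocker control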
MBD2 DNA inh = inhibitors of human MBD2 binding to methylated oligonucleotide | TR-FRET | AID 686964 | hit rate 0.31% among 370,000 | inhibition, % at 4.4 µM | Q9UBB5; in the data active means inhibition above about 13%
proKLK7 act = proKLK7 (human) activation, primary screen; AID 652039; P49862; activation, % at 7 µM; purified proKLK7, EDANS-DABCYL substrate fluorescence; 100% is mature enzyme control, 0% vehicle; hit rate 0.9% among 370,000;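 active means activation above the mean of all tested compounds plus 3 SD, computed per campaign excluding outliers beyond control limits, cut at about 13% in these data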
UHRF1 MBD2 ctr = human UHRF1 methylated DNA binding inhibitors | Q96T88 | UHRF1 binding to methylated oligo, TR-FRET | inhibition, % at 4.4 µM | hit rate 0.75% among 370,000; in the data active means inhibition above about 21%;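 further: UHRF1 SRA domain binding a hemimethylated CpG hairpin DNA probe; 0% = median of test compound wells and 100% = reference inhibitor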
ARFGAP1 inh = inhibits rat ARF GTPase activating protein 1 | Arfgap1-stimulated ARF1 GTP hydrolysis, GDP FP detection | inhibition, % at 16.5 µM | hit rate 0.26% among 360,000 | AID 651572;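 active means inhibition above a per-plate limit, mean inhibition of low control wells plus 3 SD, cut at about 25% in these data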;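 further: 0% = DMSO wells with enzyme and 100% = wells lacking Arfgap1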
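Assay system: Rat Arfgap1 GAP domain (His6, aa 1-136), purified enzyme | Buffer or medium: HEPES 25 mM pH 7.5, NaCl 150 mM, MgCl2, DTT | Schedule: GTP hydrolysis reaction 2 h at 25 °C | Signal: FP of antibody-bound GDP Alexa 633 tracer, ex 620/em 688 nm | Measure: Percent inhibition of Arfgap1-stimulated GTP hydrolysis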
ASAP1 GAP inh = blocks human ASAP1-stimulated Arf1 GTP hydrolysis | inhibition, % at 16.5 µM | AID 624377 | GDP FP detection | Q9ULH1 | hit rate 0.19% among 360,000; in the data active means inhibition above about 25%;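 further: 0% = vehicle with enzyme and substrate and 100% = no enzyme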
PLC-gamma1 inh = inhibitors of human phospholipase C gamma1; inhibition, % at 12.2 µM; AID 720700; hit rate 0.84% among 370,000; purified PLC-gamma1, fluorogenic substrate, fluorescence; P19174; in the data active means inhibition above about 9.5%
Target sequence (P19174 whole entry, looked up): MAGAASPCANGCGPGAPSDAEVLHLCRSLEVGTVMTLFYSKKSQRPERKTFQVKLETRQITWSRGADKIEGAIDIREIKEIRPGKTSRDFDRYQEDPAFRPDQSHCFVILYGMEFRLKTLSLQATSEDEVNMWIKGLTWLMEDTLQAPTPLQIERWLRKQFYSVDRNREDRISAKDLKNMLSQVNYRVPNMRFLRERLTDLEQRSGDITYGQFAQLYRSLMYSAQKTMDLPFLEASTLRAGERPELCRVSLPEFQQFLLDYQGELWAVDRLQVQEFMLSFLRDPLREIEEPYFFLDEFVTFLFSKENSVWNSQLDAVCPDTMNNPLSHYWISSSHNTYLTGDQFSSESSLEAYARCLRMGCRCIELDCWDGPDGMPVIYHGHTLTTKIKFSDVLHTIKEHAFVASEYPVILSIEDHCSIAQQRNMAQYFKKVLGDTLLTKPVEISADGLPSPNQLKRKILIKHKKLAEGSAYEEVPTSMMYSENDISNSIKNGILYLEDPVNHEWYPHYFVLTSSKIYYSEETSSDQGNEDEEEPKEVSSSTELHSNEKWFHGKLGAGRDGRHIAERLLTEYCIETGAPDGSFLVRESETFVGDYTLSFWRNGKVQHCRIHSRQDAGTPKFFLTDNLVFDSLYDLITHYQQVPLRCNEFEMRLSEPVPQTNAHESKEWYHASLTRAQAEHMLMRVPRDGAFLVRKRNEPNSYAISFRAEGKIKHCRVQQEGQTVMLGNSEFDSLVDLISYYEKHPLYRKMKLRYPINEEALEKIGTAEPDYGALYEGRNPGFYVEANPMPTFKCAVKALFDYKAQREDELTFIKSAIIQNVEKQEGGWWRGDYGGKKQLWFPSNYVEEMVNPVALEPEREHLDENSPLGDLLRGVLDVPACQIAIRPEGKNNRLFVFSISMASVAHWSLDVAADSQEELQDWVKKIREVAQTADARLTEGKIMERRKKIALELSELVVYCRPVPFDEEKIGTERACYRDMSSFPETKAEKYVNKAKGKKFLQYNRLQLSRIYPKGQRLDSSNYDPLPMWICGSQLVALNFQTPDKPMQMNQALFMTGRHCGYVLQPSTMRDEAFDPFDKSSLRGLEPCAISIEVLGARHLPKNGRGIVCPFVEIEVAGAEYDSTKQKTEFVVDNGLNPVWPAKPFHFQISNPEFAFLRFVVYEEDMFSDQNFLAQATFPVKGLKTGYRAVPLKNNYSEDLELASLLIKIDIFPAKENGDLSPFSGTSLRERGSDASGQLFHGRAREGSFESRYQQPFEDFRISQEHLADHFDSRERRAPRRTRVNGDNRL
ADAM17 inh = inhibitors of human ADAM17 | inhibition, % at 6.95 µM | P78536 | hit rate 0.83% among 370,000 | recombinant ADAM17, EDANS/DABCYL FRET peptide cleavage;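 active means inhibition above the mean of compounds lying between control limits plus 3 SD, set per campaign, cut at about 8.5% in these data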;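 further: 0% = DMSO-only wells as the low control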
DDE Tn7 FP inh = inhibitors of Tn7 peptide binding to human fibrin DD(E); inhibition, % at 8.3 µM; AID 720508; FP displacement of FITC-Tn7 peptide from fibrin DD(E); 0% = median of compound wells per plate; hit rate 0.13% among 370,000; P02675;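 active means inhibition above the mean of compounds falling within the control limits plus 3 SD of them, cut at about 14% in these data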;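 further: 0% = plate median of compound wells and 100% = 10 µM Aha-Tn7 peptide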
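System: human fibrin DD(E); quantity: Fibrin-DD(E) at 2 µM final; also added: fluorescent Tn7 probe at 0.1 µM; compound dosing: single nominal test concentration of 8.3 µM per compound; schedule: 10 min preincubation, 3 h with tracer, room temperature; detection: fluorescence polarization of the labelled Tn7 tracer; repeats: one replicate per compound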
The depositor's hits bear a star; i = inactive; nt = no result given.

cpd | Tn6 DDE FP | PLCb3 inh | MBD2 DNA inh | proKLK7 act | canonical_smiles | UHRF1 MBD2 ctr | ARFGAP1 inh | ASAP1 GAP inh | PLC-gamma1 inh | ADAM17 inh | DDE Tn7 FP inh
1 | 4 | -11 | 2 | 0.1 | OC(c1cccc(Cl)c1)c1nc(-c2cccc3cccnc23)cs1 (configuration not stated) | -1 | -3 | -7 | -9 | -1 | 2
2 | 0 | i | -4 | 101* | CCOC(=O)c1cc2ccc(OC(=O)c3ccco3)cc2oc1=O | 2 | -3 | 17 | i | i | 2
3 | -1 | 2 | -3 | 0.3 | COC(=O)c1ccc(NC(=O)CSc2nnnn2C2CCCCC2)cc1 | 0 | -1 | 1 | 4 | -2 | 2
4 | 4 | -3 | -2 | -0.6 | O=S(=O)(c1ccc(-c2nnco2)cc1)N1CCCCC1 | 2 | 0 | 2 | 2 | 1 | 3
5 | 2 | -71 | -4 | -0.5 | COc1ccc2cc(/C(C)=N/NC(=O)c3cc(-c4cccnc4)nc4ccccc34)ccc2c1 | -1 | 4 | 4 | -66 | -64 | -3
6 | 6 | -6 | -1 | 0.5 | O=[N+]([O-])c1ccc(SCc2ccncc2)nc1 | 0 | -7 | -3 | 1 | -1 | -2
7 | 2 | -8 | -5 | 0.5 | O=C(CCCN1C(=O)c2cccc3cccc(c23)C1=O)N1CCN(Cc2ccc3c(c2)OCO3)CC1 | -8 | 3 | 1 | -4 | -21 | 2
8 | -8 | -46 | -5 | 0.2 | CCOc1cc(/C=C/C(=O)OCC(=O)NCc2ccco2)cc(Cl)c1OC | 6 | 1 | -5 | -40 | -12 | -6
9 | 9 | -6 | 2 | 0.1 | COc1ccc(C(=O)N2CCSCC2)cc1OC1CCN(C(C)=O)CC1 | 2 | -12 | 1 | 8 | -3 | 0
10 | -4 | 0 | 0 | -0.1 | COc1ccc(C2CC(C(F)(F)F)n3nc(C(=O)O)cc3N2)cc1OC (configuration not stated) | 0 | -5 | -3 | -1 | 0 | 0
11 | -3 | -2 | 2 | 0.2 | NC(=O)c1ccc(NS(=O)(=O)c2ccc(Br)s2)cc1 | 0 | 0 | 2 | 9.7* | 1 | 1
12 | 1 | -3 | -6 | 0.6 | C#Cc1ccc([C@@H]2C=C(C(=O)NCc3ccccc3)O[C@H](OCC)[C@H]2CCCO)cc1 | -2 | -15 | 3 | 1 | 4 | 5
13 | 1 | -5 | -2 | 0.8 | CS(=O)(=O)c1nc(S(=O)(=O)c2ccc(Cl)cc2)c(N2CCC3(CC2)OCCO3)s1 | -3 | -1 | -8 | 0 | -1 | -3
14 | 1 | 1 | -2 | -0.4 | Cc1c(NC(=O)C(C)OC(=O)[C@@H](NC(=O)c2ccccc2)C(C)C)c(=O)n(-c2ccccc2)n1C (some centres not stated) | -1 | -8 | -16 | 1 | 0 | -6
15 | 8 | -4 | 2 | -0.2 | CC(/C=C/C=C/c1ccccc1)=N/NC(=O)c1ccc2c(c1)OCCO2 | 0 | 18 | -8 | -5 | 0 | -8
16 | 7 | 6 | 0 | 0.0 | O=C(CN(Cc1ccccc1)C(=O)c1ccco1)NCc1ccc(F)cc1 | 1 | -3 | 7 | 3 | 0 | -2
17 | 0 | -1 | -1 | -0.5 | O=C(Nc1cc([N+](=O)[O-])ccc1Cl)c1ccc2c(c1)OCO2 | -1 | 3 | -6 | 0 | -1 | 5
18 | 7 | -5 | -5 | -0.6 | CCCn1c(N)c(C(=O)CSc2nc3ccccc3c(=O)n2Cc2ccccc2)c(=O)[nH]c1=O | -1 | 9 | 2 | 1 | -14 | 1
19 | 3 | 3 | 6 | 0.2 | COCCCN(C(C)=O)c1nc(-c2ccc(OC)cc2)cs1 | 3 | -1 | 5 | 0 | -2 | 6
20 | -5 | -3 | 4 | -0.7 | CC(C)CN(CC(C)C)S(=O)(=O)c1cc([N+](=O)[O-])ccc1N1CCCCCC1 | -2 | 14 | 3 | -4 | -2 | 4
21 | 1 | -5 | 4 | -0.1 | O=C(NCC(c1ccco1)N1CCN(c2ccccc2)CC1)c1cccs1 (configuration not stated) | 1 | 7 | -3 | 3 | -3 | 8
22 | 7 | -4 | -3 | -0.6 | Cc1ccc(NS(=O)(=O)c2ccc3c(c2)c(=O)n(C)c(=O)n3C)cc1F | 2 | -7 | 7 | 1 | -2 | 2
23 | 5 | 4 | 4 | 0.1 | O=C(NCCN1CCC(Cc2ccccc2)CC1)C1CCCN(S(=O)(=O)c2ccccc2[N+](=O)[O-])C1 (configuration not stated) | 1 | nt | nt | 4 | -3 | -4
24 | 7 | 2 | 3 | 0.3 | CC(=O)c1cnc2ncnn2c1C | -2 | -11 | -3 | -2 | 4 | 4
25 | -6 | 4 | 1 | -0.2 | Cc1csc(NC(=O)CSc2ccc(-c3ccccn3)nn2)n1 | 2 | 0 | -4 | 6 | -10 | 2

PLC-gamma1 inh, entries above that show a hit
cpd | Tn6 DDE FP | PLCb3 inh | MBD2 DNA inh | proKLK7 act | canonical_smiles | UHRF1 MBD2 ctr | ARFGAP1 inh | ASAP1 GAP inh | PLC-gamma1 inh | ADAM17 inh | DDE Tn7 FP inh
11 | -3 | -2 | 2 | 0.2 | NC(=O)c1ccc(NS(=O)(=O)c2ccc(Br)s2)cc1 | 0 | 0 | 2 | 9.7* | 1 | 1

The main list resumes, starting 4 compounds before the break.
cpd | Tn6 DDE FP | PLCb3 inh | MBD2 DNA inh | proKLK7 act | canonical_smiles | UHRF1 MBD2 ctr | ARFGAP1 inh | ASAP1 GAP inh | PLC-gamma1 inh | ADAM17 inh | DDE Tn7 FP inh
22 | 7 | -4 | -3 | -0.6 | Cc1ccc(NS(=O)(=O)c2ccc3c(c2)c(=O)n(C)c(=O)n3C)cc1F | 2 | -7 | 7 | 1 | -2 | 2
23 | 5 | 4 | 4 | 0.1 | O=C(NCCN1CCC(Cc2ccccc2)CC1)C1CCCN(S(=O)(=O)c2ccccc2[N+](=O)[O-])C1 (configuration not stated) | 1 | nt | nt | 4 | -3 | -4
24 | 7 | 2 | 3 | 0.3 | CC(=O)c1cnc2ncnn2c1C | -2 | -11 | -3 | -2 | 4 | 4
25 | -6 | 4 | 1 | -0.2 | Cc1csc(NC(=O)CSc2ccc(-c3ccccn3)nn2)n1 | 2 | 0 | -4 | 6 | -10 | 2
26 | -6 | -6 | 2 | -0.6 | CCC(C(=O)NC1CCCC1)N(C(=O)Cn1nnc(-c2ccc(C)o2)n1)c1ccc(F)cc1 (configuration not stated) | 0 | -8 | 14 | 2 | -1 | -3
27 | 1 | 3 | -1 | -0.2 | OC(COc1cccc2ccccc12)CN1CCCC1 (configuration not stated) | 2 | 21 | 6 | 3 | 1 | 0
28 | -6 | 0 | 2 | 0.1 | O=C(NCCc1ccccc1F)C1CCCN1S(=O)(=O)c1ccc2ccccc2c1 (configuration not stated) | -2 | -5 | -8 | 2 | -2 | -2
29 | -9 | -46 | 9 | -5.7 | Clc1cccc(-c2nc3c4ccccc4ccn3c2Cc2ccsc2)c1 | 5 | -1 | -2 | -34 | -9 | -2
30 | 2 | 2 | 2 | -0.8 | Cc1cc(N)ncc1[N+](=O)[O-] | 1 | 0 | -5 | 7 | -2 | -2
31 | -1 | 5 | 5 | 0.3 | O=C(N/N=C/c1ccc(OCc2ccc(F)cc2)cc1)c1ccccc1 | 0 | 4 | 0 | 4 | 0 | -1
32 | -1 | -10 | 4 | 0.0 | CNC(=O)/C(=C\c1ccc2c(c1)OCO2)NC(=O)c1ccc(Br)cc1 | 0 | 8 | 10 | -7 | 1 | -5
33 | -7 | 1 | 2 | -0.2 | Cc1oc(-c2cccc(Cl)c2)nc1CN(C)C1CCOC1 (configuration not stated) | 5 | 3 | 9 | 4 | -4 | -2
34 | -1 | 7 | 1 | 0.6 | Oc1ccc(C(c2nnnn2C2CCCC2)N2CCc3ccccc3C2)cc1 (configuration not stated) | -1 | 3 | -1 | 0 | -4 | 3
35 | 3 | 3 | -2 | 0.2 | CCOCCCNC(=O)C(NC(=O)CNC(=O)c1ccccc1)c1ccc(C)cc1 (configuration not stated) | -2 | 4 | 19 | -1 | -5 | 6
36 | 1 | -21 | 7 | -0.6 | Nc1cccc(/C=C/C(=O)O)c1 | 3 | 1 | 6 | -8 | -2 | 5
37 | 0 | -1 | -1 | 0.8 | O=C1COc2ccc(S(=O)(=O)Nc3cccc(Cl)c3)cc2N1 | -1 | -2 | -9 | 1 | -3 | -4
38 | 6 | -2 | 1 | -0.7 | FC(F)(F)c1ccccc1CN1CCC(Cc2ccccc2)CC1 | 3 | 5 | 4 | 0 | 5 | -5
39 | -3 | 1 | 0 | -0.1 | CN(c1ccccc1)S(=O)(=O)c1cccc(C(=O)NCC(c2cccs2)N2CCOCC2)c1 (configuration not stated) | 2 | 0 | 9 | 4 | 2 | -4
40 | -1 | -8 | -1 | 0.6 | CN(CCCC(=O)NCCc1ccccc1)S(=O)(=O)c1ccc([N+](=O)[O-])cc1 | 6 | -4 | -3 | 2 | -6 | 1
41 | 0 | 2 | -1 | -0.6 | NC(=S)NCc1cccnc1 | -4 | 0 | -3 | 2 | 1 | 3
42 | 8 | -2 | 1 | -0.1 | Cn1c(SCC(=O)NC2CCCc3ccccc32)nnc1C1CC1 (configuration not stated) | 1 | 3 | -12 | 1 | -8 | 4
43 | -6 | -2 | 4 | 0.1 | O=C(COC(=O)c1cc([N+](=O)[O-])ccc1NCCO)Nc1ccc2c(c1)OCO2 | 3 | 19 | 9 | -6 | -7 | 4
44 | -6 | 2 | 2 | -0.4 | CC(C)OC(=O)c1cc(NC(=O)c2nn(C)cc2Br)cc(C(=O)OC(C)C)c1 | 2 | 10 | -3 | -1 | -2 | -1
45 | -3 | -36 | 0 | -0.1 | CCn1cc(/C=C(\NC(=O)c2ccc(OC)c(OC)c2)C(=O)N2CCOCC2)c2ccccc21 | -2 | -10 | 1 | -19 | 0 | 2
46 | 1 | 3 | 0 | 0.1 | CCN(CC)CCN(Cc1cc2ccc(C)cc2[nH]c1=O)C(=O)Nc1ccc(Cl)cc1 | -2 | 0 | 0 | 4 | 2 | 0
47 | -7 | i | 0 | -334 | O=c1c(O)c(-c2ccc(O)c(O)c2)oc2cc(O)ccc12 | 0 | 23 | 8 | i | -53 | -6

Compound activity from PubChem.
